Calpain2 inh: inhibitors of pig calpain II, primary screen, biochemical, fluorogenic peptide substrate, 1536-well; purified calpain II, 30 min; inhibition, % at 16 µM; hit rate 0.37% among 220,000; AID 1236, 2008;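 active means inhibition above about 50%, limit read from the data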
Cl transport mod: KCC2 cotransporter modulators, thallium flux, primary screen, cell-based, HEK293 KCC2, FluoZin-2 fluorescence, MLSMR; Solute carrier family 12 member 5 (Homo sapiens), Q9H2X9; B-score of Tl+ flux slope (higher = more flux/activation; lower = inhibition) at 10 µM; KCC2 cells, thallium flux FluoZin-2 fluorescence; hit rate 2.2% among 190,000;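 active means thallium flux slope and its plate-corrected score both differing from the plate sample mean at a set confidence after two filtering rounds, in either direction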;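 further: slope of fluorescence scaled to starting intensity during 10 to 20 s after thallium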
EBV gp42 block: Epstein-Barr virus gp42 inhibitors, primary screen, biochemical, uHTS, fluorescence polarization | Glycoprotein 42 (Epstein-Barr virus (strain AG876)), Q1HVG2 | Fluorescence polarization binding assay, mP read-out | inhibition, % (tested at 21.74 µM) | hit rate 0.42% among 220,000 | AID 1085, 2008; in the data active means inhibition above about 50%
Rad51 HR inh: human RAD51 strand exchange inhibitors, primary screen, biochemical, fluorescence | hit rate 0.085% among 200,000 | inhibition, % at 10 µM | hRad51 DNA strand exchange, fluorescence dequenching;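 active means inhibition above 40% at the single screening dose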;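 further: 0% = DMSO control wells and 100% = blanks with heterologous ssDNA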
Target sequence (Q06609 whole entry, looked up): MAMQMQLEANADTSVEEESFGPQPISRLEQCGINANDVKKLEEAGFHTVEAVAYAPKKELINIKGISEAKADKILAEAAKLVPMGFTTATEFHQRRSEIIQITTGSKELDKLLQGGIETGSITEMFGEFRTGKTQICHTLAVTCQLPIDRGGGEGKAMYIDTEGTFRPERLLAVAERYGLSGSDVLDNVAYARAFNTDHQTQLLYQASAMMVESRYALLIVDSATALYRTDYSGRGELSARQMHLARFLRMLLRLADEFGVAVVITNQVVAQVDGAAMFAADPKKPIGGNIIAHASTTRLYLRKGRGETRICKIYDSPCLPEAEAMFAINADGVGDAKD
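Assay system: Human Rad51 nucleoprotein filaments preassembled on unlabelled ssDNA | Reagent: Donor/quencher-labelled 47-bp dsDNA substrate | Doses: One concentration, 10 µM final | Times: 37 °C 15-min filament assembly, 30-min compound preincubation, 15-min exchange | Technique: Fluorescein emission 520 nm, excitation 485 nm | Benchmarks: Plate control and blank wells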
TNF death inh: inhibitors of TNF-alpha triggered necroptosis, primary screen, cell-based, Jurkat FADD-/-, single concentration. Jurkat FADD-/- TNF necroptosis rescue, ATP luminescence, 24 h; 0 = TNF only, 100 = no-TNF cells. activation (protection from cell death), % at 10 µM. hit rate 0.068% among 220,000;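 active means activation, meaning protection from cell death, of at least 50% relative to plate controls; inactive means activation below 50%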;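 further: necroptosis triggered by 40 ng/mL TNF-alpha added together with compound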
MDM2 E3 inh: MDM2-luciferase reporter signal enhancers, primary screen, MDM2 E3 ligase inhibitor project, cell-based, luminescence, 1536-well. E3 ubiquitin-protein ligase Mdm2 (Homo sapiens), Q00987. hit rate 0.11% among 210,000. signal enhancement, % at 5 µM. cell-based MDM2 ubiquitination luciferase reporter, 2 h; 0 = plate control, 100 = twice control, blank-subtracted. AID 1230, 2008;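 active means signal enhancement of 30% or more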;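 further: luminescence tracks abundance of the self-degrading MDM2-luciferase fusion protein; higher signal means inhibition of MDM2 E3 ligase activity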
Target sequence (Q00987 whole entry, looked up, the tested form may be a part): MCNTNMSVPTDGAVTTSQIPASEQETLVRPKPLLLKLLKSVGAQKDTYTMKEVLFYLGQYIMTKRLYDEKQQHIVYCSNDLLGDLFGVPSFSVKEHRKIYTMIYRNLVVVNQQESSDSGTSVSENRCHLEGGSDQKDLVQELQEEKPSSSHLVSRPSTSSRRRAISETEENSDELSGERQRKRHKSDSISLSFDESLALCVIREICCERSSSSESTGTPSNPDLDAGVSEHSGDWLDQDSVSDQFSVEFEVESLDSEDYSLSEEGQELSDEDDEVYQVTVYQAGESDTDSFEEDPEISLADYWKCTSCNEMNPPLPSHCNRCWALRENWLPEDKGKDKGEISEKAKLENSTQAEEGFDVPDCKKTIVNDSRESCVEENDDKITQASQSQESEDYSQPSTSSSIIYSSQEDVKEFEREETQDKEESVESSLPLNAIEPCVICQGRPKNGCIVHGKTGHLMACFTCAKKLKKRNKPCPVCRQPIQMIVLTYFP
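Assay system: mammalian cells stably expressing self-ubiquitinating, self-degrading MDM2 E3–luciferase fusion. Quantity: 2000 cells in each well. Medium: DMEM culture medium. Compound dosing: single-point 5 µM. Timing: cell settling 4 h, compound treatment 2 h, both 37 °C. Technique: luciferase luminescence. Read-out basis: percent signal gain over controls, blank-subtracted. Benchmarks: plate controls and plate blanks.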
eIF4E 4G PPI: eIF4E–eIF4G protein interaction inhibitors, primary screen, biochemical, uHTS, TR-FRET, eIF4GI fragment | hit rate 0.37% among 220,000 | inhibition, % at 21.7 µM | TR-FRET eIF4E-eIF4GI(517-606) binding, 2 h | AID 782, 2007;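 active means inhibition above about 30%, limit read from the data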;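 further: 0% = full FRET control wells and 100% = background wells lacking eIF4GI fragment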
zVAD death inh: inhibitors of zVAD-triggered necroptosis, primary screen, L929 cells; hit rate 0.38% among 220,000; L929 zVAD necroptosis rescue, ATP luminescence, 24 h; with zVAD 60 µM; viability rescue, % at 10 µM;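 active means activation, scaled between plate controls, above about 75%, limit read from the data; inactive means activation under that limit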;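 further: 0% = zVAD with DMSO and 100% = DMSO alone without zVAD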
PERK inhibitor: block of dimerizer-induced PERK translation repression, primary screen, PERK inhibitor project, CHO PERK-DD cells, SEAP luminescence, HTS; Eukaryotic translation initiation factor 2-alpha kinase 3 (Homo sapiens), Q9NZJ5; CHO PERK-DD fusion, SEAP luminescence translation reporter; inhibition, % at 5.6 µM; hit rate 0.17% among 220,000; AID 1416, 2008;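 active means inhibition above the mean inhibition of all tested compounds plus 3 SD, set separately per screening campaign, cut at about 2.9% in these data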;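 further: PERK kinase domain activated by AP20187 dimerizer at 100 nM; 0% = DMSO with dimerizer and 100% = rapamycin at 8.4 µM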
Active calls of the source: *; . = not tested or not shown; [ ] = another dose, or the depositor's remark. Hits appear at their usual frequency; 3.6% or so of the library scored in one or more.

Every second line gives: Calpain2 inh, Cl transport mod, EBV gp42 block, Rad51 HR inh, TNF death inh, MDM2 E3 inh, eIF4E 4G PPI, zVAD death inh, PERK inhibitor
1) COc1ccc(NC(=O)CN(C)CC(=O)Nc2cccc(S(=O)(=O)N(C)c3ccccc3)c2)cc1
→ 10, -0.34, -9, -6, 0.0, -6, 0, -1.3, 1.1
2) Cc1cc(NC(=O)c2c(F)cccc2Cl)no1
→ 2, -0.24, -9, 7, 0.2, -1, 1, -0.1, 2.5
3) CCOc1ncccc1C(=O)OCC(=O)Nc1ccc(C(N)=O)cc1
→ 15, -0.17, -7, -15, 0.3, -20, 0, 0.3, 0.3
4) CCC(Sc1nc2ccc(N)cc2s1)C(=O)Nc1nccs1 (centres undefined)
→ -1, 0.013, -11, 7, -6.3, -4, 6, -0.4, -0.8
5) Cc1cc(C)n2nc(SCc3ncc(-c4ccccc4)o3)nc2n1
→ 3, ., -12, -5, ., -4, 5, ., .
6) O=C1NC[C@H](c2ccccc2)N(CCc2cccc(F)c2)C1=O
→ -4, 0.67, -18, -1, 1.7, -8, -1, 0.4, .
7) Cc1cccc(C(=O)N2CCN(c3ccc(C(F)(F)F)cn3)CC2)c1C
→ 5, -0.84, -8, 3, -0.4, -13, -6, 1.7, -0.3
8) Cc1ccc(S(=O)(=O)NCCC(c2ccc(F)cc2)c2ccco2)cc1 (centres undefined)
→ 23, 2, -6, 12, 2.4, 11, -28, -0.3, -0.3
9) CCOc1ccc(-c2nc(C#N)c(NCC(C)C)o2)cc1
→ -141, ., -10, -3, 1.2, -15, 7, 2.1, -0.4
10) CC(C)(C)c1ccc(C(=O)NC(=S)Nn2cnnc2)cc1
→ -7, 2.1, -17, 1, 1.5, -9, 0, -0.4, 1.0
11) CC(=O)Nc1cc(C(=O)N2CCCC2)ccc1Sc1ccc(Cl)cc1
→ -28, 0.018, -14, 4, -6.5, -8, -11, -0.8, -0.6
12) CN(CCC1CCOCC1)Cc1nc(Cc2ccccc2F)no1
→ -13, -0.039, -7, 2, -0.3, -7, -2, 1.0, 0.3
13) Cc1ccc2nc(NNC(=O)c3ccc4c(c3)OCCO4)sc2c1
→ 24, 0.044, 2, ., -0.1, ., 1, ., -0.5
14) CN(C(=O)CSc1nc(N)nn1-c1ccccc1)c1ccccc1
→ -12, ., -22, 0, 1.1, -16, 1, 1.3, 0.7
15) COc1ccc(CN2CCNC(=O)C2CC(=O)NCCCn2cccn2)c(OC)c1 (centres undefined)
→ -20, 0.49, -3, -40, 0.3, 5, 1, -0.1, 0.6
16) Cc1csc2nc(CNS(=O)(=O)c3ccc4c(c3)OCCO4)cn12
→ -28, 0.028, -7, 0, 0.2, -8, -1, 0.9, 0.2
17) CC(C)c1ccc(NC(=O)CCNS(=O)(=O)c2cccc3nonc23)cc1
→ 10, -1.4, -12, 0, -0.8, -6, 1, 0.8, -0.6
18) CN1CCN(C(=O)C2=C[C@@H](C3CCCCC3)C[C@@H](OCCCCO)O2)CC1
→ 19, -0.095, -2, 1, 0.4, ., 2, 0.2, -0.4
19) CC(C)Sc1nc2c(cnn2-c2ccccc2)c(=O)[nH]1
→ -32, 1, -20, -9, 0.2, -8, 3[fluorescence artefact?], 4.9, 1.2
20) CCC(C(=O)NC(C)(C)C)N(C(=O)c1ccc(Cl)nc1)C1CCCC1 (centres undefined)
→ -6, 0.039, -24, -3, 1.0, 4, 4, 1.0, 0.2
21) CNC(=O)COc1cccc(C(=O)NCc2ccccc2)c1
→ 10, 0.73, 5, 7, -2.3, -11, 3[fluorescence artefact?], -1.0, -0.6
22) CC(NC(=O)CC1SC(N)=NC1=O)c1ccccc1 (centres undefined)
→ 3, ., -16, 2, 0.7, -17, 4, -0.4, 1.3
23) CC(C)CC(NC(N)=O)C(=O)Nc1ccc(Oc2ccccc2)cc1 (centres undefined)
→ -9, 0.19, -2, 3, 1.5, -12, 0, 3.2, 0.0
24) CC(=O)Nc1ccc(CN2CCN(c3cccc(C(F)(F)F)c3)CC2)cc1
→ -16, -0.096, -5, -14, -1.7, -2, 4, 0.7, -0.5
25) COc1ccc(NC(=O)c2cccs2)c([N+](=O)[O-])c1
→ 19, -1.4, -6, 5, -8.0, -18, 7, -0.2, -0.4
26) CSC1=NCCN1C(=O)c1c(-c2ccccc2Cl)noc1C
→ -5, -0.27, -18, -5, -0.3, -5, -8, -0.6, -0.9
27) CCC(C)(C)NC(=O)Cc1ccc(C)cc1
→ -11, 0.32, -6, -8, 48, 1, -3, 3.5, -0.5
28) O=[N+]([O-])c1ccc(C=Nc2ccc(Cl)cc2Cl)s1
→ -73, ., -6, -1, -26, -20, 2, 0.1, 2.2
29) CSc1c(C#N)c(N)nc2sc(C(=O)c3ccccc3)c(N)c12
→ -19, -0.55, 12, -32, 3.0, 11, -12, -0.3, -0.1
30) CC(C)CCN1CCN(Cc2ccc3nsnc3c2)CC1CCO (centres undefined)
→ -13, 0.54, 4, -19, 0.5, -3, 0, -0.3, -0.1
31) COC(=O)CN(c1ccccc1)S(=O)(=O)c1ccc(F)cc1
→ -15, -0.18, -4, -4, -0.6, -7, 2, 2.0, 0.1
32) N#Cc1cccc(C(c2nnnn2Cc2ccccc2)N2CCCC2)c1 (centres undefined)
→ -19, 0.11, -14, -12, -2.8, 2, -5[fluorescence artefact?], -0.3, 0.0
33) CC1=C(C(=O)OCC2CCCO2)C(c2coc3ccccc3c2=O)C2=C(CC(C)(C)CC2=O)N1 (centres undefined)
→ -22, 0.64, 6, 23, 0.8, -9, -8, -0.5, -0.3
34) CCCOc1ccc(C(=O)NNC(=S)NC(=O)CC)cc1
→ -14, 6.9*, -1, 11, -19, -13, 2, 2.2, 0.2
35) O=S(Cc1ccc(Br)cc1)Cc1nnc(SCc2c(F)cccc2Cl)n1-c1ccccc1 (centres undefined)
→ 42, -2.1, 1, ., -3.4, -7, -4, ., -1.0
36) COCCn1c(=N)c(C(=O)NCc2ccco2)cc2c(=O)n3cc(C)ccc3nc21
→ -370, 0.032, 42, -6, 0.5, -9, 0, -1.6, 0.4
37) CCc1cccc(NC(=O)Nc2cccs2)c1
→ 26, -0.63, -15, 3, 2.9, -13, 6, 7.0, 1.0
38) Nc1ncc2c(n1)CC(c1ccco1)CC2=O (centres undefined)
→ -35, 0.39, -6, -5, -2.8, -9, 0, 0.0, 0.7
39) Cc1cc(=O)cc(C)n1-c1ccccc1N1CCOCC1
→ -15, 1.1, -18, -3, -0.9, -8, -2, -0.1, 0.5
40) CCn1c(CNC(=O)c2cccs2)nnc1SCC(=O)Nc1ccc(Cl)cc1
→ 23, -0.58, -11, 3, -1.1, -8, 1, 0.2, -0.7
41) O=c1[nH]c(NCc2ccco2)nnc1Cc1ccccc1Cl
→ 14, -0.2, -5, 10, -5.8, -11, 0[fluorescence artefact?], 0.9, -0.5
42) CN(C)C(=O)c1ccc(NC(=O)c2cccnc2)cc1
→ -39, 0.14, -11, 7, -0.4, ., -11, -1.7, -0.3
43) COC(=O)CSC(=S)N1CCCC(C)C1 (centres undefined)
→ 6, 0.16, 4, ., 0.1, 0, 1, 0.4, 0.2
44) CN1C(=O)/C(=C2/C=Cc3ccccc3N2CCCS(=O)(=O)O)SC1=S
→ 32, ., -17, 2, -3.5, -16, -3[fluorescence artefact?], 0.2, -1.1
45) CCOc1ccc(-c2nc(CSc3nncs3)cs2)cc1OC
→ -72, ., 2, 0, -1.3, 4, -5, 7.2, -1.0
46) CC/C(=C\C(=O)c1ccncc1)Nc1ccc(Br)cc1
→ 13, -0.031, 4, 5, -17, -5, -1, -1.4, 0.8
47) O=C(Nc1ccc(Cc2ccncc2)cc1)c1ccc(Cl)c([N+](=O)[O-])c1
→ -11, -2.3, -1, 8, -11, -2, 0, -0.2, 0.7
48) Cc1ccc(NCN2C(=O)C(=O)c3ccccc32)nc1
→ 11, -0.038, -5, 4, -1.5, -9, -4, 0.7, 0.4
49) CN1Cc2c(N3CCOCC3)nc(SCCC#N)c(C#N)c2CC1(C)C
→ -6, 0.58, -26, 15, 2.6, -7, -3, -0.5, -1.7
50) Cc1ccccc1S(=O)(=O)Nc1nc2ccccc2nc1N1CCOCC1
→ 2, 0.031, -19, ., -3.2, -9, 0[fluorescence artefact?], -0.1, -0.6
51) CCCCN(CCCC)C(=O)C[n+]1cccc(/C=N/O)c1
→ -17, 0.45, -10, 2, 0.4, 7, 0, 2.8, 2.0
52) CC(C)CC(=O)N[C@H](C(=O)N[C@H](C(=O)N[C@@H](CC(C)C)[C@@H](O)CC(=O)N[C@@H](C)C(=O)N[C@@H](CC(C)C)[C@@H](O)CC(=O)O)C(C)C)C(C)C
→ -27, 0.0047, -11, -3, 3.6, ., -1, 2.3, -0.8

Whole records, quoted from the list.
CCc1cccc(NC(=O)Nc2cccs2)c1 in the list: Calpain2 inh: 26; Cl transport mod: -0.63; EBV gp42 block: -15; Rad51 HR inh: 3; TNF death inh: 2.9; MDM2 E3 inh: -13; eIF4E 4G PPI: 6; zVAD death inh: 7.0; PERK inhibitor: 1.0
COC(=O)CSC(=S)N1CCCC(C)C1 (centres undefined) in the list: Calpain2 inh: 6; Cl transport mod: 0.16; EBV gp42 block: 4; Rad51 HR inh: .; TNF death inh: 0.1; MDM2 E3 inh: 0; eIF4E 4G PPI: 1; zVAD death inh: 0.4; PERK inhibitor: 0.2

Compound activity deposited in PubChem by several laboratories.
